GSIS activator = GLuc luminescence reporter in INS-1E cells, primary screen for activators of glucose-dependent secretion of insulin. INS-1E GLuc reporter insulin secretion, 2-3 h. activation, % at 16.6 µM. 370,000 tested, 0.61% active. AID 743287, 2014;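 active = lowest replicate activation of at least 40%, so every replicate reaches that level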;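 note: 0% = median of neutral control wells and 100% = median of IBMX positive control wells; some compounds called inactive have numbers as strong as hits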
EWS-Fli block = EWS/Fli-driven NR0B1 reporter inhibitors, primary screen, A673 cells, NR0B1 luciferase, luminescence, MLPCN library | viability-normalised | inhibition, % at 12.6 µM | 350,000 tested, 0.67% active | AID 651661, 2012;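 active = mean inhibition of at least 50% after viability correction, with every replicate also passing that limit; inconclusive = mean reaches 50% but only one of two replicates passes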;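 note: firefly luciferase signal divided by Alamar Blue viability fluorescence both relative to DMSO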
DENV2 CPE = inhibitors of DENV2 cytopathic effect, primary screen, cell-based, plate reader, single concentration; DENV2-infected cells, cytopathic effect rescue; CPE inhibition, % at 9.99 µM; 350,000 tested, 1.7% active; AID 651640, 2012; in the data active = CPE inhibition above about 20%, passing the limit was not always enough; inconclusive = no clear call, values can overlap the other calls; tested in BHK-21 cells;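 note: 0% = median of neutral control wells and 100% = median of positive control wells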
FN deposition inh = inhibitors of fibronectin matrix deposition, primary screen, AH1F cells, Alexa488-fibronectin fluorescence, plate reader. AH1F fibroblasts, overnight. inhibition, % at 12.6 µM. 350,000 tested, 0.086% active. AID 743247, 2014;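 active = mean inhibition across replicates of 30% or more, regardless of how many single replicates reach that level; inconclusive = mean under 30% yet at least half of replicates reach 30%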;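 note: positive control wells lacked labelled fibronectin entirely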
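Measured by – fluorescence 485/525 nm · System – AH1F fibroblast monolayer, labelled fibronectin deposition · Amount – 10000 cells per well · Buffer or medium – serum-reduced DMEM (2% serum) · Doses – single dose, pinned · Also added – fluorescent fibronectin at 24 nM final · Schedule – 1 h cell attachment, overnight exposure to compound and label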
PAX8 inh HTS = inhibitors of PAX8-driven TPO luciferase reporter, primary screen, RMG-I cells, single concentration; SteadyGlo, 24 h; inhibition, % at 12.6 µM; 360,000 tested, 1.2% active; AID 652154, 2013;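 active = mean replicate inhibition at least 60% with every replicate also reaching 60%; inconclusive = only one of the two criteria is met; inactive = mean below 60% and not all replicates reaching 60%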;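 note: luciferase light reporting Pax8 driven TPO promoter activity; plate controls were median of neutral control wells for no effect and mitoxantrone controls for full effect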
miR-122 sensor = miR-122 Renilla sensor signal increase in Huh7, primary screen, miR-122 inhibitor project, cell-based, single point, plate reader; Huh7 miR-122 Renilla luciferase sensor, 48 h; neutral wells = 0, positive control = 100; activation (reporter increase), % at 12.5 µM; 340,000 tested, 0.3% active;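 active = mean replicate activation score at least 90 and every replicate individually at or above 90; inconclusive = only one of the two criteria met; inactive = neither criterion met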;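 note: higher luciferase means less miR-122 activity so hits act as miR-122 inhibitors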
F508del corr = F508del CFTR correction, initial screen, CFBE line, single point; CFBE cells, YFP halide quenching; stimulated with forskolin plus potentiator P3; % fluorescence drop versus neutral controls; activity (quench increase), % at 7.58 µM; 350,000 tested, 0.36% active; AID 720511, 2013;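 active = mean added fluorescence quench of at least 8% versus neutral control, with both replicates also reaching 8%; inconclusive = only one of the mean or replicate conditions met; inactive = mean below 8% and not both replicates reaching 8%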;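 note: cells transiently co-express mutant CFTR-F508del with the halide-sensitive YFP; corrector assay measuring rescue of mutant channel to the surface after 24 h compound exposure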
* hit, by the source's call; ? = inconclusive; . = not tested or not shown; & = joins results of further samples; ! = not confirmed by another sample; [ ] = dose if it differs, or a comment.

No.	molecule	GSIS activator	EWS-Fli block	DENV2 CPE	FN deposition inh	PAX8 inh HTS	miR-122 sensor	F508del corr
1	Cc1ccc(S(=O)(=O)N(C)C[C@@H]2Oc3c(NC(=O)C4CCOCC4)cccc3C(=O)N([C@H](C)CO)C[C@H]2C)cc1	17.5	-7.0	5.1	.	8.7	-7.1[16.7 µM]	-5.2
2	O=C(C[C@@H]1CC[C@H](NC(=O)Nc2ccc(F)cc2)[C@@H](CO)O1)NCc1ccccn1	13.1	-5.9	16.0	-6.3	-8.1	.	0.6
3	O=S(=O)(c1ccccc1)N1CCCCN2[C@H](CO)[C@@H](c3ccc(-c4cncnc4)cc3)[C@@H]2C1	-7.3	2.9	-6.2	.	2.6	8.2[16.7 µM]	1.2
4	Cc1cc(C)c(C)c(S(=O)(=O)NC(C(=O)O)C(C)C)c1C (stereo not given)	-2.1	14.1	-5.1	16.0	5.3	-9.1	1.1
5	COc1cccc2c1OC1(C)CC2NC(=O)N1c1cccc(C(=O)N2CCN(c3ccccc3)CC2)c1 (stereo not given)	-11.8	9.7	4.1	10.1	5.8	-13.9	-0.3
6	COCCNC(=O)Cc1c(C)c2c(cc(C)c3c(C)coc32)oc1=O	.	0.8	2.7	6.9	-47.3	-8.2	-0.9
7	CN(CCCCCCCCC(=O)/C=N/O)Cc1ccccc1	-2.9	7.9	-8.0	.	.	-5.3	0.0
8	CCN(C[C@@H]1[C@@H](c2ccccc2)[C@@H](CO)N1C(=O)COC)S(C)(=O)=O	11.7	6.3	-3.1	.	9.0	?	-2.1
9	COC(=O)c1ccc(S(=O)(=O)NNC(=O)COc2ccc(C)cc2)cc1	-11.5	.	.	-8.1	-4.4	5.2	.
10	O=C(NC[C@@H]1CC[C@@H]2[C@@H](CN2Cc2cc(-c3ccccc3)on2)O1)c1ccc2c(c1)OCO2	.	-5.3	0.9	.	.	.	1.2
11	N#Cc1cccc(NC(=O)COC(=O)C2CCC2)c1	9.9	0.0	-3.7	3.1	.	0.5	-0.1
12	O=C(Nc1cccc(Cl)c1)N1C[C@@H]2[C@H](c3ccccc31)[C@@H](CO)N2Cc1cccnc1	-1.0	-2.7	3.4	11.2	26.4	-18.2[16.7 µM]	2.7
13	CC(C)CCN1C(=O)CC(NNC(=O)c2ccc(S(=O)(=O)N3CCCC3)cc2)C1=O (stereo not given)	-2.8	0.3	11.4	-2.2	6.2	-12.5	-0.5
14	C[C@H]1CN([C@@H](C)CO)C(=O)Cc2cc(NC(=O)C3CCCCC3)ccc2O[C@H]1CN(C)S(=O)(=O)c1cccs1	-1.2	-1.4	-5.5	.	-0.3	3.8[16.7 µM]	-1.3
15	O=C(CSc1nccc(=O)[nH]1)N1CCOCC1	-10.1	-0.6	115.2*	8.3	16.3	2.1	-0.7
16	COc1cccc(C2CC(c3cccc(OC)c3)n3nc(N)nc3N2)c1 (stereo not given)	18.4	6.5	14.8	-5.3	-21.5	-3.0	-2.0
17	NC(COCc1ccccc1)c1csc(NC(=O)Nc2cccc(Cl)c2)n1 (stereo not given)	-24.9	29.8	-4.0	1.1	15.1	10.2	2.0
18	CSc1ncc(CN2CCN(C(C)C)C(CCO)C2)cn1 (stereo not given)	-12.1	-18.8	0.7	1.0	14.8	7.1	-2.8
19	Fc1ccc(-c2ccc(C3[C@@H]4CN(Cc5nccs5)C[C@H]3N4)cc2)cc1 (stereo not given in full)	-8.4&24.8	-3.2&3.3	-2.8&-2.4	-5.6&0.4	62.9*!	.	-0.2&-2.0
20	COc1ccc(N(CC(=O)NCCSc2ccccc2)S(=O)(=O)c2ccccc2)cc1	-53.5	.	-9.6	.	0.0	5.7	-0.7
21	C=CCOC(=O)[C@@H]1[C@H]2C(=O)O[C@H](c3ccccc3)[C@H](c3ccccc3)N2[C@H](c2ccc(OCCOC(=O)[C@H]3C[C@H]4C(=O)N5CCC[C@H]5C(=O)N4[C@H]3c3ccc(O)cc3)cc2)[C@@]12C(=O)Nc1ccccc12	.	0.6	1.9	.	.	.	-1.1
22	C[C@@H]1CN([C@@H](C)CO)C(=O)c2cc(N(C)C)ccc2O[C@@H](C)CCCCO[C@@H]1CN(C)Cc1ccc(C(=O)O)cc1	1.6	-1.9	.	-3.4	-12.7	2.9[16.7 µM]	-1.9
23	COc1ccc(S(=O)(=O)NC(=O)C2(C)CCN2C(=O)C2CC2)cc1 (stereo not given)	-3.4	-3.1	-14.7	0.3	17.5	-3.2	1.6
24	O=C(NCCCN1CCCCC1)C1CC(=O)N(CCc2ccccc2)C1 (stereo not given)	-1.6	6.1	4.1	-0.9	-3.6	-8.5	1.7
25	CC(=O)N1CCN(CC(O)COc2ccc(OCc3ccccc3)cc2)CC1 (stereo not given)	-0.8	2.4	1.9	.	.	-1.3	0.1

Record cards, as listed above:
Cc1ccc(S(=O)(=O)N(C)C[C@@H]2Oc3c(NC(=O)C4CCOCC4)cccc3C(=O)N([C@H](C)CO)C[C@H]2C)cc1 across the screens: GSIS activator = 17.5; EWS-Fli block = -7.0; DENV2 CPE = 5.1; FN deposition inh = .; PAX8 inh HTS = 8.7; miR-122 sensor = -7.1[16.7 µM]; F508del corr = -5.2
C[C@@H]1CN([C@@H](C)CO)C(=O)c2cc(N(C)C)ccc2O[C@@H](C)CCCCO[C@@H]1CN(C)Cc1ccc(C(=O)O)cc1 across the screens: GSIS activator = 1.6; EWS-Fli block = -1.9; DENV2 CPE = .; FN deposition inh = -3.4; PAX8 inh HTS = -12.7; miR-122 sensor = 2.9[16.7 µM]; F508del corr = -1.9

Next results follow.
No.	molecule	GSIS activator	EWS-Fli block	DENV2 CPE	FN deposition inh	PAX8 inh HTS	miR-122 sensor	F508del corr
26	CC(C)(C)C(=O)Nc1ccnn1C1CCN(C(=O)c2cccc(Cl)c2)CC1	0.4	-15.8	-8.3	1.4	-1.2	-7.5	-4.2
27	COC(=O)C1=NNC2C(=O)N(C3CCCCC3)C(=O)C12 (stereo not given)	-3.4	-2.8	10.1	9.6	-36.8	-4.5	-2.3
28	CC(C)OCCCN1CC(=O)N2C(c3ccccc3)c3[nH]c4ccccc4c3C[C@H]2C1=O (stereo not given in full)	-17.5	10.0	3.5	-1.9	21.7	.	-5.7
29	COCCCN1C(=O)C(CC(=O)NC2CC2)CC(C(=O)N2CCOCC2)=C1C (stereo not given)	-1.0	5.3	-4.5	9.4	2.1	-1.2	0.0
30	COc1ccc(N(CC(=O)NC2CCCCCC2)S(=O)(=O)c2ccc(C)cc2)cc1OC	7.0	-1.5	9.8	9.3	2.4	-6.1	1.2
31	CCOC(=O)Cc1csc(NC(=O)CSc2nnnn2-c2ccc(C)c(C)c2)n1	-3.9	.	.	-6.1	7.9	-5.6	.
32	S=C(NCc1ccc2c(c1)OCO2)NC1CCN(Cc2ccccc2)CC1	-8.4	1.4	2.6	2.9	-9.7	-3.1	-1.4
33	CC1CCCCN1C(=O)COc1ccc(NC(=O)c2ccco2)cc1 (stereo not given)	.	.	.	5.8	-51.3	-2.8	.
34	COCC(=O)NC[C@@H]1CC[C@@H]2[C@@H](CN2S(=O)(=O)c2ccccc2[N+](=O)[O-])O1	.	8.9	2.5	.	.	.	5.3
35	COc1ccccc1NC(=S)N1CC(C)(C)C1=O	7.6	2.7	-3.0	0.1	-3.2	.	-4.4
36	Cn1nc(C(C)(C)C)cc1C(=O)N1CCCCC1c1cc(C(=O)Nc2ccccc2)no1 (stereo not given)	-37.2	-6.5	-7.7	3.4	13.2	3.0	1.0
37	O=C(C1=C[C@H](c2ccc(C(F)(F)F)cc2)C[C@H](OCc2ccc(CO)cc2)O1)N1CCOCC1	-8.8	-17.4&-8.5	11.0	8.1	2.0&16.2	2.2	4.6&-1.9
38	CC1(C)CC(=O)C(CC(=O)Nc2cc(C(F)(F)F)ccc2Cl)C(=O)C1	-14.8	-6.4	19.1	3.4	2.4	.	4.4
39	C[C@H](CO)N1C[C@H](C)[C@H](CN(C)C(=O)Nc2ccc3c(c2)OCO3)OCCCC[C@H](C)Oc2ccc(NS(=O)(=O)c3ccccc3)cc2C1=O	-25.6	-6.3	12.8	1.5	18.2	-11.6[16.7 µM]	-0.3
40	CCCCN(C)CCCNC(=O)c1cc(-c2cccs2)nc2ccccc12	12.4	-13.4	41.4*	-3.4	5.5	.	-0.2
41	COc1ccccc1CN1[C@@H](CO)[C@@H]2c3ccccc3N(C(=O)C3CCCC3)C[C@@H]21	-9.9	19.4	-3.3	0.3	40.8	-20.0[16.7 µM]	2.1
42	COCc1cc(C)n(CC(=O)Nc2cccc(C)c2)c(=O)c1C#N	5.4	-0.6	15.1	-0.3	-8.7	2.0	-1.7
43	COC(=O)/C=C1\OCc2c(F)cccc21	14.2	-10.5	6.5	5.5	-24.2	.	0.0
44	COc1cc(NS(=O)(=O)c2ccc(NC(=O)COc3cccc(C)c3)cc2)nc(OC)n1	4.4	3.3	15.9	2.5	-8.0	-6.0	-0.4
45	Cc1ccc(S(=O)(=O)N(C)C[C@H]2OCCCC[C@H](C)Oc3ccc(NC(=O)Nc4ccc5c(c4)OCO5)cc3C(=O)N([C@H](C)CO)C[C@@H]2C)cc1	0.6	14.2	-0.8	-5.3	17.4	2.1[16.7 µM]	-0.7
46	O=C(N[C@H]1CC[C@H](CCNC(=O)c2ccccc2F)O[C@@H]1CO)c1ccc2c(c1)OCO2	-5.1	4.3	-5.6	-14.4	17.2	.	-0.7
47	CCCN1CCN(CCCNC(=O)c2cc3c(s2)-c2ccccc2OC3)CC1	3.3	.	6.4	-3.5	-20.4	.	-3.1
48	COc1cc(O)c(C(CCN2CCCCC2)c2ccc(N(C)C)cc2)c(OC)c1 (stereo not given)	10.7	4.1	-2.0	-1.6	-13.5	4.1	-1.4
49	CCOC(=O)C1C(=O)C(=O)N(C2CCCCC2)C1C(=O)OCC (stereo not given)	-0.5	5.7	-1.1	-5.8	-2.8	-5.1	-5.1
50	COc1ccc(-c2[nH]ncc2CN2CCN(C3CCCCC3)C(=O)C2)cc1F	-3.3	3.5	.	.	11.9	-3.6	2.5
51	CN(C(=O)c1cccc(NC(=O)Cc2ccc(NC(=O)C3CCCN(C(=O)c4ccccc4)C3)cc2)c1)C1CC1 (stereo not given)	-10.9	-6.3	12.2	-5.7	-14.1	.	1.1
52	CO/N=C/C(C#N)=C/c1ccc(OC)c(OC)c1	59.6*	-11.5	0.3	0.0	-16.7	.	1.8
53	CC(C)n1c(CNC(=O)c2ccccc2F)nnc1SCC(=O)c1ccc(F)cc1	2.8	-0.8	-7.0	.	1.1	13.0	-3.5

Screen by screen, as entered above:
Nos. 47 to 53 in miR-122 sensor: ., 4.1, -5.1, -3.6, ., ., 13.0
Nos. 47 to 53 in F508del corr: -3.1, -1.4, -5.1, 2.5, 1.1, 1.8, -3.5

Screening data (PubChem)
